F508del corr: correctors of CFTR F508del function in bronchial epithelial cells; hit rate 0.36% among 350,000; CFBE cells, YFP halide quenching; stimulated with forskolin plus potentiator P3; % fluorescence drop versus neutral controls; activity (quench increase), % at 7.58 µM;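 active = mean added fluorescence quench of at least 8% versus neutral control, with both replicates also reaching 8%; inconclusive = only one of the mean or replicate conditions met; inactive = mean below 8% and not both replicates reaching 8%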;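 note: cells transiently co-express mutant CFTR-F508del with the halide-sensitive YFP; corrector assay measuring rescue of mutant channel to the surface after 24 h compound exposure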
DENV2 CPE rescue: inhibitors of DENV2 cytopathic effect; DENV2-infected cells, cytopathic effect rescue, plate reader; hit rate 1.7% among 350,000; CPE inhibition, % at 9.99 µM; in the data active = CPE inhibition above about 20%, passing the limit was not always enough; inconclusive = no clear call, values can overlap the other calls; tested in BHK-21 cells;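 note: 0% = median of neutral control wells and 100% = median of positive control wells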
ERp5 block: inhibitors of human ERp5; inhibition, % at 9.99 µM; hit rate 0.05% among 350,000; ERp5 insulin aggregation, absorbance 650 nm, 90 min; Q15084; AID 651711;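 active = mean replicate inhibition above about 25%, with every replicate also reaching it, limit read from the data, passing the limit was not always enough; inconclusive = only one of those two criteria met; inactive = neither criterion met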
Target sequence (Q15084 whole entry, looked up): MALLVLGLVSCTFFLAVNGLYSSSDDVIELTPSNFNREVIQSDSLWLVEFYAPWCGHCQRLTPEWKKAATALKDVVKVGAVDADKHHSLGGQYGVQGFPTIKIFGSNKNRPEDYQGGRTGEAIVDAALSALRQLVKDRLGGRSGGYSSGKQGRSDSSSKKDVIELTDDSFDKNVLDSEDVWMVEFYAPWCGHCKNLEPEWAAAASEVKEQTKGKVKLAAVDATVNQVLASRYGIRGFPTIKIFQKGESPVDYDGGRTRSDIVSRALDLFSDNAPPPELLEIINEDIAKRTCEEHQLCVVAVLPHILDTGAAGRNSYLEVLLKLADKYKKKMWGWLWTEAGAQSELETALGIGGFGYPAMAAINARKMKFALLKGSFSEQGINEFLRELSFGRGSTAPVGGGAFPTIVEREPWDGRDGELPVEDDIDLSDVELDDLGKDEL
miR-122 sensor: inhibitors of miR-122 in Huh7 cells; Huh7 miR-122 Renilla luciferase sensor, 48 h; neutral wells = 0, positive control = 100; activation (reporter increase), % at 12.5 µM; hit rate 0.3% among 340,000; AID 602342;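 active = mean replicate activation score at least 90 and every replicate individually at or above 90; inconclusive = only one of the two criteria met; inactive = neither criterion met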;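 note: higher luciferase means less miR-122 activity so hits act as miR-122 inhibitors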
SIRT5 inh: sirtuin-5 (human) deacylase inhibition; Q9NXA8; Purified SirT5, succinyl-peptide AMC, trypsin-coupled fluorescence; inhibition, % at 15 µM; hit rate 1.1% among 330,000; in the data active = inhibition above about 15%; inconclusive = no clear call, values can overlap the other calls
Target sequence (Q9NXA8 whole entry, looked up): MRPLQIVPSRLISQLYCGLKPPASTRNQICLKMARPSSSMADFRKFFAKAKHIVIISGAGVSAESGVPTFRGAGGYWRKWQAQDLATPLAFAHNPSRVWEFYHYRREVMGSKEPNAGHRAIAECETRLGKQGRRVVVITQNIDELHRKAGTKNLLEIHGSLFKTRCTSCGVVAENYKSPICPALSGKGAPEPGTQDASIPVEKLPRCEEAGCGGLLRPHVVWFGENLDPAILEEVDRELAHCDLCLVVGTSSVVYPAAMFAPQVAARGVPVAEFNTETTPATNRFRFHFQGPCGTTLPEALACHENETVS
ERAP1 inh: inhibitors of human ERAP1 aminopeptidase; recombinant ERAP1, Leu-AMC fluorescence, 60 min; hit rate 0.15% among 340,000; inhibition, % at 10.7 µM; Q9NZ08;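 active = mean replicate inhibition of at least 30%, or all replicates individually reaching that 30% level; inactive = mean below 30% and not every replicate reaching it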;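 note: 0% = neutral control wells and 100% = L-leucinethiol positive control wells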
CASP6 VEID inh: caspase-6 (human) enzyme inhibition. hit rate 0.53% among 350,000. purified caspase-6, Z-VEID-R110 cleavage fluorescence. AID 686996. inhibition, % at 12.5 µM. P55212;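 active = mean inhibition across replicates at least about 35%, with every replicate also reaching that limit, limit read from the data; inconclusive = only one of the two criteria met; inactive = neither criterion met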;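 note: 0% = median of neutral control wells and 100% = no fluorescence left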
Target sequence (P55212 24-179 limits assumed): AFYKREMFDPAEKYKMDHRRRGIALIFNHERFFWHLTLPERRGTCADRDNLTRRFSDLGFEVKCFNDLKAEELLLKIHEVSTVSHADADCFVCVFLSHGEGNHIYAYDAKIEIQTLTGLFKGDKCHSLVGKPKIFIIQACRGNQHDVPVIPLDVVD
Target sequence (P55212 194-293 limits assumed): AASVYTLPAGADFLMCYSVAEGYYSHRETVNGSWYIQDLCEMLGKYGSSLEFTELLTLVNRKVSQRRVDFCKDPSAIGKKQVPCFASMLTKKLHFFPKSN
Numbers without * were called inactive; u = inconclusive; x = not tested or not shown; & = joins results of further samples; [ ] = remark or other dose. Compounds as they come. About 4% of those tested had a hit in this group.

Preview (ten entries):
cpd	F508del corr	DENV2 CPE rescue	ERp5 block	miR-122 sensor	SIRT5 inh	ERAP1 inh	CASP6 VEID inh	Compound
1	2.1	x	-3	x	-2	4	0	O=C(C[C@H]1C/C=C\CC[C@H](Cc2ccc(F)cc2)C(=O)O[C@@H](c2ccccc2)CNC1=O)N[C@@H](CO)Cc1ccccc1
2	-1.4	-1	1	12	-5	0	0	O=c1n(S(=O)(=O)c2cccc3cccnc23)c2ccccc2n1S(=O)(=O)c1cccc2cccnc12
3	-1.4	-3	11	2	-1	3	0	O=C(NCc1cccnc1)Nc1ccccc1
4	3.8	-9	-4	0	-2	-3	-14	O=C(COc1ncnc2ccc(Br)cc12)NC1CCCC1
5	2.7	-10	-2	5[16.7 µM]	6	-2	0	C[C@H]1CCCCO[C@H](CN(C)S(=O)(=O)c2ccccc2)[C@@H](C)CN([C@@H](C)CO)C(=O)c2cc(NS(=O)(=O)c3ccccc3)ccc2O1
6	-0.6&-0.6	-5&-7	-2&-6	15[16.7 µM]	0	-3&3	1&11	Cc1ccc(S(=O)(=O)Nc2ccc3c(c2)CC(=O)N([C@H](C)CO)C[C@H](C)[C@H](CN(C)Cc2ccc4c(c2)OCO4)O3)cc1
7	0.3	2	-4	-7[16.7 µM]	-13	2	5	COc1ccc(-c2cnc3c(c2)C(=O)N([C@@H](C)CO)C[C@H](C)[C@@H](CN(C)C(=O)C2CCCCC2)O3)cc1
8	0.2	-5	0	x	3	-6	3	Cc1ccc(C)c(NC(=O)CN(C)C(=O)c2ccc3[nH]c4c(c3c2)CC(C)CC4)c1 (stereo not drawn)
9	-0.5&-1.1	-8&-6	1&-1	0[16.7 µM]	-2	6	3&0	COc1ccc(NC(=O)N(C)C[C@H]2Oc3ccc(NC(=O)Cc4ccccc4)cc3CC(=O)N([C@H](C)CO)C[C@H]2C)cc1
10	2.3	6	0	-12	0	3	-1	CCOC(=O)c1sc(NC(=O)C2CCC2)cc1C

This part in full (from the top)
cpd	F508del corr	DENV2 CPE rescue	ERp5 block	miR-122 sensor	SIRT5 inh	ERAP1 inh	CASP6 VEID inh	Compound
1	2.1	x	-3	x	-2	4	0	O=C(C[C@H]1C/C=C\CC[C@H](Cc2ccc(F)cc2)C(=O)O[C@@H](c2ccccc2)CNC1=O)N[C@@H](CO)Cc1ccccc1
2	-1.4	-1	1	12	-5	0	0	O=c1n(S(=O)(=O)c2cccc3cccnc23)c2ccccc2n1S(=O)(=O)c1cccc2cccnc12
3	-1.4	-3	11	2	-1	3	0	O=C(NCc1cccnc1)Nc1ccccc1
4	3.8	-9	-4	0	-2	-3	-14	O=C(COc1ncnc2ccc(Br)cc12)NC1CCCC1
5	2.7	-10	-2	5[16.7 µM]	6	-2	0	C[C@H]1CCCCO[C@H](CN(C)S(=O)(=O)c2ccccc2)[C@@H](C)CN([C@@H](C)CO)C(=O)c2cc(NS(=O)(=O)c3ccccc3)ccc2O1
6	-0.6&-0.6	-5&-7	-2&-6	15[16.7 µM]	0	-3&3	1&11	Cc1ccc(S(=O)(=O)Nc2ccc3c(c2)CC(=O)N([C@H](C)CO)C[C@H](C)[C@H](CN(C)Cc2ccc4c(c2)OCO4)O3)cc1
7	0.3	2	-4	-7[16.7 µM]	-13	2	5	COc1ccc(-c2cnc3c(c2)C(=O)N([C@@H](C)CO)C[C@H](C)[C@@H](CN(C)C(=O)C2CCCCC2)O3)cc1
8	0.2	-5	0	x	3	-6	3	Cc1ccc(C)c(NC(=O)CN(C)C(=O)c2ccc3[nH]c4c(c3c2)CC(C)CC4)c1 (stereo not drawn)
9	-0.5&-1.1	-8&-6	1&-1	0[16.7 µM]	-2	6	3&0	COc1ccc(NC(=O)N(C)C[C@H]2Oc3ccc(NC(=O)Cc4ccccc4)cc3CC(=O)N([C@H](C)CO)C[C@H]2C)cc1
10	2.3	6	0	-12	0	3	-1	CCOC(=O)c1sc(NC(=O)C2CCC2)cc1C
11	2.4	2	3	3	6	x	-2	CCn1cc(C2=NC(CC(C)C)CO2)c2ccccc21 (stereo not drawn)
12	-0.5	-6	0	x	0	4	2	COC(=O)/C=C/COc1ccccc1[N+](=O)[O-]
13	-2.3	-2	-1	0	2	0	-6	Cc1ccccc1CCNC(=O)CCn1ccc2cc(S(=O)(=O)N3CCCC3)ccc21
14	2.5	0	3	x	0	-2	8	CCS(=O)(=O)N[C@@H]1C=C[C@@H](CC(=O)NCC2CCCCC2)O[C@@H]1CO
15	2.6	6	3	x	0	2	1	COc1ccc2[nH]c3c(c2c1)CCN1C(=O)CC[C@H]31
16	0.3	3	1	1	-5	-4	x	CN(C)N1C(=O)CC(N2CCCC2)C1=O (stereo not drawn)
17	-7.1	-4	5	x	2	-3	-5	COc1ccccc1NC(=O)COC(=O)c1cc(C)nc2ccccc12
18	-2.8	13	-6	-6	-2	-3	1	Cc1nc(CCNC(=O)CC2C(=O)NCCN2CC(C)(C)C)nc2c1CCC2 (stereo not drawn)
19	3.5	-1	2	x	-1	3	-2	Cc1ccc(NC(=O)CN(C)C(=O)COc2ccc(C(=O)c3ccc(F)cc3)cc2)cc1
20	-4.0	-4	1	x	-4	4	-7	C[C@@H]1ON(C)[C@H]2C[C@H]3c4cc(-c5cccc(Cl)c5)ccc4CCN3C[C@@H]12
21	3.1	7	11	-7	1	2	0	Cc1cccc(C(=O)NNC(=O)c2n[nH]c(=O)c3ccccc23)c1C
22	-2.6	0	-1	-4	-1	1	2	c1ccc2cc(OCCCn3ccnc3)ccc2c1
23	x	-4	3	x	-5	4	1	C/C(CC(=O)Nc1cccnc1)=N\NC(=O)c1ccc([N+](=O)[O-])c(Cl)c1
24	-0.4	21*	5	-3[16.7 µM]	x	0	0	C[C@H]1CN([C@@H](C)CO)C(=O)Cc2cc(NS(=O)(=O)c3cn(C)cn3)ccc2O[C@@H]1CN(C)Cc1ccc(C(=O)Nc2ccccc2N)cc1
25	-1.5	-4	0	x	x	1	1	CN(C(=O)c1ccc(NC(=O)Cc2cccc(NC(=O)C3CCCN(C(=O)C4CCC4)C3)c2)cc1)C1CCCC1 (stereo not drawn)
26	-0.8	u	-2	-6	-2	-6	1	O=C1/C(=C/c2cccc([N+](=O)[O-])c2)Oc2cc(O)ccc21
27	-3.0	0	7	x	19*	2	1	COc1ccc(S(=O)(=O)Nc2ccc3c(c2)C(=O)N([C@H](C)CO)C[C@@H](C)[C@H](CN(C)S(=O)(=O)c2ccccc2)OCCCC[C@@H](C)O3)cc1
28	-4.0	-16	-1	3	-2	2	6	COc1ccc(Cl)cc1S(=O)(=O)NC(C)C(=O)NCc1ccccn1 (stereo not drawn)
29	1.4	6	-1	x	1	0	3	O=C(C1CCCCN1S(=O)(=O)c1ccccc1[N+](=O)[O-])N1CCOCC1 (stereo not drawn)
30	2.7	-5	-3	10	-3	x	0	CNC(C)C(=O)NC(C(=O)NC(C(=O)Nc1cccc2ccccc12)C(C)C)C(C)C (stereo not drawn)

Carrying on.
cpd	F508del corr	DENV2 CPE rescue	ERp5 block	miR-122 sensor	SIRT5 inh	ERAP1 inh	CASP6 VEID inh	Compound
31	-2.0	4	-2	x	1	-3	3	CN(Cc1ccccc1)C(=O)CN1CCN(C(c2ccccc2)c2ccccc2)CC1
32	-2.7	-8	3	x	2	0	0	O=C(N[C@H](C(=O)N1CCC[C@H]1C(=O)NC1CCCC1)C1CCCCC1)c1ccc(Cl)cc1Cl
33	-0.7	7	11	x	-3	0	3	CN(C)C(=O)C[C@H]1CC[C@@H]2[C@H](COc3ccc(NC(=O)C4CCC4)cc3C(=O)N2C)O1
34	-0.8	-3	5	14	-1	2	-1	O=S(=O)(NCc1cccnc1)c1cc(Cl)ccc1Cl
35	-1.8	-6	-1	-2	-1	7	0	Cc1csc(CN(C)C(=O)CC2C(=O)NCCN2Cc2ccc(F)cc2Cl)n1 (stereo not drawn)
36	0.4	-11	-3	x	-1	-2	-3	O=C(N[C@H]1CC[C@@H](CCNS(=O)(=O)c2ccccc2)O[C@H]1CO)c1cccnc1
37	4.0	16	3	-2[16.7 µM]	2	-2	-4	COc1ccc(CN(C)C[C@H]2OCCCC[C@H](C)Oc3ccc(NS(=O)(=O)c4ccc(C)cc4)cc3C(=O)N([C@@H](C)CO)C[C@@H]2C)cc1
38	3.0	-4	-1	x	13	-3	2	Cc1cccc(OCCC(=O)NNC(=O)Cn2nc(C)cc2C)c1
39	-0.5	9	0	2[16.7 µM]	-2	-2	1	O=C(c1ccc(F)cc1)N1CCCCN2[C@H](CO)[C@H](c3ccc(C#CC4(O)CCCC4)cc3)[C@@H]2C1
40	-0.7	4	-15	0	1	-4	1	Cn1nccc1C(=O)N1CCN(c2cccc(Cl)c2)CC1
41	2.6	-10	2	1	-25	2	1	Cc1c(C)c2c(OCC(=O)NCC3CCC(C(=O)O)CC3)cc3c(c2oc1=O)CCC(C)(C)O3 (stereo not drawn)
42	-4.7	x	1	x	-2	-1	-3	Cc1nc(Nc2cccc(C(C)O)c2)c2nnn(Cc3ccccc3F)c2n1 (stereo not drawn)
43	-3.5	3	-3	2[16.7 µM]	-1	-1	-1	C[C@@H]1CCCCO[C@@H](CN(C)S(=O)(=O)c2cccs2)[C@@H](C)CN([C@@H](C)CO)C(=O)c2cc(NC(=O)c3ccncc3)ccc2O1
44	0.5	5	-1	-7	0	0	4	Cc1c(NC(=O)COc2c(F)c(F)c(F)c(F)c2F)c(=O)n(-c2ccccc2)n1C
45	3.7	-4	-1	5	0	-1	x	CCN(Cc1ccccc1)C(c1cccc(C#N)c1)c1nnnn1C(C)(C)C (stereo not drawn)
46	x	x	3	-1	-1	-1	1	Cc1ccc(-c2cc(C(=O)N3CCN(C(=O)c4ccco4)CC3)no2)cc1
47	-1.4	-8	6	-1[16.7 µM]	3	-7	-5	O=S(=O)(c1ccccc1)N1CCCCN2[C@@H](CO)[C@@H](c3ccc(-c4ccccc4F)cc3)[C@@H]2C1
48	0.0	-3	-1	-3	-10	4	0	COc1ccc(CCNC(=O)c2ccccc2NC(=O)C2=C(C)OCCS2)c(OC)c1
49	-2.0	x	2	x	-3	-2	1	COc1ccc(NC(=O)C(CCSC)NC(N)=O)cc1Cl (stereo not drawn)
50	-1.0	-5	-4	x	-4	1	4	O=C(COC(=O)CNC(=O)c1sc2ccccc2c1Cl)NC1CCS(=O)(=O)C1 (stereo not drawn)
51	-1.8	-8	5	0	-1	2	3	Cc1ccc(NC(=O)COC(=O)c2csc3c2CCC(C)C3)cc1S(=O)(=O)N1CCCCC1 (stereo not drawn)
52	4.3	0	3	1	0	5	6	Cc1c(C(=O)N2CCN(S(=O)(=O)c3cccs3)CC2)oc2ccc(F)cc12
53	0.5	x	-2	-4	6	-5	-6	O=C(CCc1nnc(CCCCc2ccccc2)o1)N1CCC(N2CCCC2)CC1
54	x	4	-3	x	x	3	1	O=C1NC(=O)C(=C2CCCCCC2)S1
55	-2.6	1	1	1[16.7 µM]	-2	-2	1	COCC(=O)Nc1ccc2c(c1)OC[C@@H](C)N(C(=O)c1cccnc1)C[C@H](C)[C@@H](OC)CN(C)C2=O
56	-1.9	-3	0	x	-3	-2	-63	CN1CCN(S(=O)(=O)c2cccc(C(=O)N(C)C(c3ccccc3)c3ccccc3)c2)CC1

Bioassay records (PubChem)
